K1F lysis inhibition: protection from phage-mediated lysis, alamar blue read-out – E. coli UTI89, K1F phage, bacterial capsule biogenesis inhibitors (AID 488966); E. coli UTI89 K1F phage lysis, alamar blue, 2 h; higher % means a stronger effect; one-dose inhibition, % at 100 µM; IC50 in µM for titrated hits; 340,000 compounds, 0.02% hits;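 active means phage lysis inhibition, versus mean bacterial control, above a set limit; inconclusive means no clear call, values can overlap the other calls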;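 further: capsule biogenesis inhibitors block K1F phage lysis so surviving cells raise fluorescence; higher fluorescence means more inhibition of phage lysis; actives were called in the ten point dose series up to 300 µM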
Hep lipid drop: modulators of hepatic lipid droplet formation; inhibition, % at 6.5 µM; AML12 mouse hepatocytes, oleate lipid droplets, BODIPY imaging; AID 1656; 240,000 compounds, 0.4% hits;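 active means lipid droplet intensity inhibited by at least 50%, with more than 500 cells counted; inconclusive means wells with under 300 cells, treated as cytotoxic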
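material = mouse AML12 hepatocyte cell line, fixed after treatment | also added = 100 µM oleic acid challenge | doses = compound at 6.5 µM only | schedule = overnight exposure | technique = Image-based BODIPY and DAPI two-channel analysis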
M1AAP inhibition: malaria alanyl aminopeptidase activity blockers – biochemical, fluorogenic H-Leu-NHMec substrate, 1536-well (AID 1445). recombinant M1AAP, H-Leu-NHMec fluorogenic kinetic assay; higher % means a stronger effect. 220,000 compounds, 0.42% hits. inhibition, % at 30 µM; hits with a dose series show IC50 in µM;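 active means primary inhibition above the hit cutoff, then over 50% inhibition at one or more dose response concentrations, cut at about 23% in these data, passing the limit was not always enough; inconclusive means conflicting primary data, or primary hits not chosen for dose response; inactive means low primary inhibition, or under 50% at every dose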;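 further: plate controls were DMSO full reaction for no effect and no enzyme background for full effect; strong numbers were not always called active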
Hep lipid drop cells 6.5 µM: also measured in Hep lipid drop; calls as there; cell count; measured here: cell count, cytotoxicity flag;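 cells counted across two imaged fields per well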
* = called active by the depositor; i = inactive; ? = inconclusive; nt = not tested or not shown; [ ] = dose if it differs, or a comment. This is a subset (hit frequency here may not be typical).

SMILES | K1F lysis inhibition | Hep lipid drop | M1AAP inhibition | others
CCCCCCN(C(=O)CCCCCN1C(=O)NC(c2cccc([N+](=O)[O-])c2)C(C(=O)OCc2ccccc2)=C1C)C(C(=O)NCCCC)c1ccc(OCC(=O)OC)c(C(=O)OC)c1 (stereo unspecified) | nt | 6 | -7% | Hep lipid drop cells 6.5 µM=681
N[C@@H](Cc1c[nH]c2ccccc12)C(=O)O | nt | 33 | 2% | Hep lipid drop cells 6.5 µM=649
CCn1cc(C(=O)O)c(=O)c2cnc(N3CCN(C(=S)NC(=O)c4ccccc4Cl)CC3)nc21 | nt | -5 | 1% | Hep lipid drop cells 6.5 µM=707
Cc1nc(C2CCC3C4CCC5=CC(=O)CC[C@]5(C)C4CC[C@]23C)cs1 (stereo partly specified) | nt | -4 | 0% | Hep lipid drop cells 6.5 µM=708
Cc1cc(/C=N/Nc2nc(N)ncc2[N+](=O)[O-])c(C)n1-c1cccc(C(F)(F)F)c1 | nt | -4 | 12% | Hep lipid drop cells 6.5 µM=699
COc1cc(/C=C(/C#N)c2nc(-c3cc4ccccc4oc3=O)cs2)cc([N+](=O)[O-])c1O | nt | 1 | 11% | Hep lipid drop cells 6.5 µM=718
CC1(C)[C@@H](O)CC[C@]2(C)C3C(O)C=C4[C@H]5C[C@@](C)(C(=O)O)CC[C@]5(C)CC[C@]4(C)[C@]3(C)CC[C@@H]12 (stereo partly specified) | nt | -10 | 2% | Hep lipid drop cells 6.5 µM=593
CCN(CC)CCn1c(C)nc2c(sc3nc4c(cc32)COC(C)(C)C4)c1=O | nt | 10 | -2% | Hep lipid drop cells 6.5 µM=708
CCOC(=O)CC1C(=O)NCCN1c1nc2c(C)cccn2c(=O)c1/C=C1\SC(=S)N(C(C)CC)C1=O (stereo unspecified) | nt | 37 | ? | Hep lipid drop cells 6.5 µM=696
CCCc1nc2sc3c(=O)[nH]cnc3c2c2c1CCCC2 | nt | -22 | -12% | Hep lipid drop cells 6.5 µM=706
O=S(=O)(Nc1nc2ccccc2nc1-[n+]1cccc(N=C([O-])c2ccc(Cl)cc2)c1)c1ccccc1 | nt | 25 | 3% | Hep lipid drop cells 6.5 µM=762
COc1cccc2[nH]c3c(N4CCc5ccccc5C4)ncnc3c12 | nt | 14 | 6% | Hep lipid drop cells 6.5 µM=735
COc1cc(C2CC(=O)Nc3n[nH]c(-c4ccccc4)c32)cc(OC)c1OC (stereo unspecified) | nt | 17 | 14% | Hep lipid drop cells 6.5 µM=728
O=C(NC(=S)Nc1ccc(CN2CCOCC2)cc1)c1ccc(-c2ccc(Br)cc2)o1 | nt | 16 | -1% | Hep lipid drop cells 6.5 µM=671
O=C(NCc1ccccc1)c1ccc(Cl)cc1 | nt | 5 | -2% | Hep lipid drop cells 6.5 µM=719
Cc1cc2[nH]c3c4ccccc4nc(C)c3c2cc1C | 11% | nt | nt
COc1ccc(C(=O)Nc2nc(-c3ccc([N+](=O)[O-])cc3)c(-c3ccccc3)s2)cc1 | 0.2% | nt | nt
CN1C/C(=C/c2ccccc2[N+](=O)[O-])C(=O)/C(=C\c2ccccc2[N+](=O)[O-])C1 | 3.1% | nt | nt
O=C(OCC(=O)N1CCCc2ccccc21)c1ccccc1NCCO | 0.4% | nt | nt
CC(=O)Nc1cccc(C(=O)OC(C)C(=O)Nc2ccc(S(=O)(=O)N3CCCC3)cc2)c1 (stereo unspecified) | -1.2% | nt | nt
CCc1ccccc1NC(=O)CNC(=O)c1cccc(S(=O)(=O)N2CCN(Cc3ccccc3)CC2)c1 | -0.8% | nt | nt
COC(=O)c1ccc(COC(=O)[C@@H]2CC(O)CN2S(=O)(=O)c2ccccc2[N+](=O)[O-])cc1 (stereo partly specified) | -1.3% | nt | nt
CCCN(CC(=O)Nc1ccccc1C)C(=O)c1ccc(N2CCOCC2)c([N+](=O)[O-])c1 | -1.3% | nt | nt
O=C(OCc1ccccc1)c1ccc(NCc2cc(O)ccc2O)cc1 | -0.1% | nt | nt
COc1ccc2oc(C(=O)N3CCN(C(=O)c4ccco4)CC3)c(C)c2c1 | -0.6% | nt | nt
Nc1cc2c(cc1Cl)-c1ccc([N+](=O)[O-])cc1C2=NO | -0.5% | nt | nt
C=CCn1c(SCC(=O)N(CCC)C2CCS(=O)(=O)C2)nnc1-c1ccccc1OC (stereo unspecified) | 0.3% | nt | nt
CCN(CC)CCNC(=O)c1ccc(NC(=O)c2cc(S(=O)(=O)N3CCCCC3)ccc2C)cc1 | -0.5% | nt | nt
CC(C)Cc1nnc(NC(=O)c2ccc(N3CCCC3=O)cc2)s1 | -0.3% | nt | nt
Cc1ccnc(NC(=O)CSc2ccc3c(c2)OCCO3)c1 | -1.2% | nt | nt
COc1cccc(C(=O)NCCS(=O)(=O)NCCc2ccccc2)c1 | i | nt | nt
COc1ccc(C(CNC(=O)c2cccc(S(=O)(=O)NCc3ccccc3)c2)N2CCOCC2)cc1 (stereo unspecified) | -1.8% | nt | nt
CCC1(OC(=O)CN(C)C)C(=O)OCc2c1cc1n(c2=O)Cc2cc3c(N)cccc3nc2-1 (stereo unspecified) | 4.0% | nt | nt
CC(C)(C)c1ccc(S(=O)(=O)Nc2noc3ccccc23)cc1 | 0.1% | nt | nt
COc1ccccc1NC(=O)C(C)OC(=O)C1CCN(S(=O)(=O)c2ccc(C)c(C)c2)CC1 (stereo unspecified) | -0.8% | nt | nt
O=C(NCCS(=O)(=O)NCCc1ccccc1)c1ccccc1 | -1.5% | nt | nt

Continued, starting with the last 5 of the part before.
SMILES | K1F lysis inhibition | Hep lipid drop | M1AAP inhibition | others
COc1ccc(C(CNC(=O)c2cccc(S(=O)(=O)NCc3ccccc3)c2)N2CCOCC2)cc1 (stereo unspecified) | -1.8% | nt | nt
CCC1(OC(=O)CN(C)C)C(=O)OCc2c1cc1n(c2=O)Cc2cc3c(N)cccc3nc2-1 (stereo unspecified) | 4.0% | nt | nt
CC(C)(C)c1ccc(S(=O)(=O)Nc2noc3ccccc23)cc1 | 0.1% | nt | nt
COc1ccccc1NC(=O)C(C)OC(=O)C1CCN(S(=O)(=O)c2ccc(C)c(C)c2)CC1 (stereo unspecified) | -0.8% | nt | nt
O=C(NCCS(=O)(=O)NCCc1ccccc1)c1ccccc1 | -1.5% | nt | nt
O=C(O)c1cnn(-c2ccccc2)c1-c1ccncc1 | 0.2% | nt | nt
CC[N+]1(C)CCC(O)(/C=C/c2ccccc2)C(C(=O)/C=C/c2ccccc2)C1 (stereo unspecified) | -8.6% | nt | nt
Cc1ccc(OCC(=O)O/N=C(\N)c2ccncc2)c(C)c1 | 0.6% | nt | nt
O=C(NCC1CCCCC1)c1cccnc1Cl | -0.2% | nt | nt
O=C(CSCc1ccccc1)N1CCN(S(=O)(=O)c2cccc(F)c2)CC1 | -1.1% | nt | nt
COc1ccc(Cc2nnc(SCC(=O)Nc3ccccc3C)n(N)c2=O)cc1 | -1.1% | nt | nt
C=C(CN(C)C)C(=O)c1ccc(C)cc1C | -11% | nt | nt
Cc1cccc(NC(=O)C(C)N2C(=O)c3ccccc3S2(=O)=O)n1 (stereo unspecified) | -1.2% | nt | nt
CN(C)C(=S)NC(=S)Nc1ccc2ccccc2c1 | -3.8% | nt | nt
CCc1cc(C(=O)Nc2ccc(OC)nc2)sc1C | -0.9% | nt | nt
CCOC(=O)c1cc2c(=Cc3ccc(N(C)C)cc3)c3ccccc3n2[n+]1C | -0.4% | nt | nt
CCOc1ccc(NC(=O)CN(C)C(=O)c2cc(S(=O)(=O)N(C)C)ccc2N2CCCC2)cc1OCC | -0.7% | nt | nt
O=C(NNC(=O)c1ccccc1O)c1ccccc1O | i | nt | nt
CN(C)S(=O)(=O)c1cccc(NC(=O)c2cccc(S(=O)(=O)N3CCCCC3)c2)c1 | -1.3% | nt | nt
CCOC(=O)c1c(NC(=O)COc2ccccc2OCC)sc2c1CC(C)(C)NC2(C)C | -0.7% | nt | nt
CN(C)/C(=C\C(=O)c1ccccc1)C(=O)c1ccccc1 | 3.2% | nt | nt
O=C(CCCN=C1NS(=O)(=O)c2ccccc21)OCC(=O)c1ccccc1Cl | -0.9% | nt | nt
Cc1ccc(C)c(S(=O)(=O)N2CCN(C(=O)Cc3c(F)cccc3Cl)CC2)c1 | -0.1% | nt | nt
COc1ccc(Cl)cc1NC(=O)c1[nH]c(C)c(C(C)=O)c1C | -1.1% | nt | nt
CCOC(CN=c1nc(N(C)C)ss1)OCC | 8.4% | nt | nt
COc1cccc(C(=O)NCCS(=O)(=O)N2CC(C)CC(C)C2)c1 (stereo unspecified) | -1.1% | nt | nt
Cc1cc(C(=O)NC2CCCCC2)c(C)o1 | -1.2% | nt | nt
CCOc1ccc2nc(SCC(=O)N(CC(C)C)c3c(N)n(Cc4ccccc4)c(=O)[nH]c3=O)[nH]c2c1 | -0.7% | nt | nt
CCCC/C=C1/CCC(CN(C)C)C1=O (stereo unspecified) | -5.2% | nt | nt

Quoted at random: five compounds from above
SMILES | K1F lysis inhibition | Hep lipid drop | M1AAP inhibition | others
Cc1cc(C(=O)NC2CCCCC2)c(C)o1 | -1.2% | nt | nt
CCCC/C=C1/CCC(CN(C)C)C1=O (stereo unspecified) | -5.2% | nt | nt
COc1cccc(C(=O)NCCS(=O)(=O)N2CC(C)CC(C)C2)c1 (stereo unspecified) | -1.1% | nt | nt
CCOC(CN=c1nc(N(C)C)ss1)OCC | 8.4% | nt | nt
CN(C)S(=O)(=O)c1cccc(NC(=O)c2cccc(S(=O)(=O)N3CCCCC3)c2)c1 | -1.3% | nt | nt

The main list resumes; the two compounds before the break are reprinted first.
SMILES | K1F lysis inhibition | Hep lipid drop | M1AAP inhibition | others
CCOc1ccc2nc(SCC(=O)N(CC(C)C)c3c(N)n(Cc4ccccc4)c(=O)[nH]c3=O)[nH]c2c1 | -0.7% | nt | nt
CCCC/C=C1/CCC(CN(C)C)C1=O (stereo unspecified) | -5.2% | nt | nt
CN(C)CCCn1c2c(c(SCC(=O)Nc3ccc4c(c3)OCCO4)nc1=O)CCC2 | -0.2% | nt | nt
NC1=CC(=O)C(=O)c2ccccc21 | -1.9% | nt | nt
Cc1onc(-c2ccccc2Cl)c1C(=O)OCC(=O)N1CCN(c2ccccc2)CC1 | -0.4% | nt | nt
Cn1c2c(c3ccccc31)CCN(CCCCN1CCN(c3ccccc3)CC1)C2=O | 0.9% | nt | nt
Cc1ccc2c(c1)CCCN2C(=O)CCc1nc2ccccc2c(=O)[nH]1 | 0.1%[50 µM] | nt | nt
CC(=O)Nc1cc(NC(C)=O)cc(C(=O)OCC(=O)c2ccc3c(c2)NC(=O)CO3)c1 | -1.6% | nt | nt
COc1ccc(S(=O)(=O)Nc2ccc(N3CCOCC3)cc2)cc1 | 0.3% | nt | nt
COC(=O)c1ccc2c(c1)C(NC(C)=O)CCc1cc(OC)c(OC)c(OC)c1-2 (stereo unspecified) | i | nt | nt
O=C1COc2ccc(C(=O)COC(=O)c3ccc(S(=O)(=O)C(F)F)cc3)cc2N1 | -0.9% | nt | nt
CC(=NNC(=S)N1CCCCCC1)c1ccccn1 | 2.4% | nt | nt
Cc1c(C)c2cccnc2c2ncccc12 | 1.2%[50 µM] | nt | nt
CN(C)C(CNC(=O)c1ccc(NS(=O)(=O)c2ccc3[nH]c(=O)[nH]c3c2)cc1)c1ccccc1 (stereo unspecified) | -0.9% | nt | nt
Cc1ccccc1CNC(=O)C(=O)NCCC1CCCCN1S(=O)(=O)c1ccccc1 (stereo unspecified) | i | nt | nt
COc1ccc2[nH]c3c(c2c1)CCN1C(=O)C(CC(=O)NCc2cccc(C(F)(F)F)c2)C[C@H](C(=O)N2CCOCC2)[C@@]31C (stereo partly specified) | -0.2% | nt | nt
C=COC(=O)NC1CCc2cc(OC)c(OC)c(OC)c2-c2ccc(SC)c(=O)cc21 (stereo unspecified) | 4.1% | nt | nt
OCC1OC(n2cnc3c(NCc4ccccc4O)ncnc32)C(O)C1O (stereo unspecified) | 1.0% | nt | nt
Cc1n[nH]c(=O)c2c(NC(=O)COC(=O)Cc3ccc(Cl)cc3Cl)oc(C)c12 | -0.1% | nt | nt
C/C(CC(=O)Nc1c(C)cc(C)cc1C)=N\NC(=O)Cc1ccccc1 | -0.2% | 1 | nt | Hep lipid drop cells 6.5 µM=796
COc1cc(C(=O)N/N=C(\C)c2ccccn2)cc(OC)c1OC | 0.8%[50 µM] | -7 | nt | Hep lipid drop cells 6.5 µM=555
Cc1ccc(S(C)(=O)=O)cc1C(=O)NC(C)C1CC2CCC1C2 (stereo unspecified) | 0.1% | 2 | nt | Hep lipid drop cells 6.5 µM=801
Cc1ccc(OS(=O)(=O)c2c(C)nn(C)c2Cl)c(C)c1 | -1.1%[50 µM] | -9 | nt | Hep lipid drop cells 6.5 µM=843

Screens from PubChem.
